# FBPA Giardia inh = qHTS Assay for Inhibitors of Fructose-1,6-bisphosphate Aldolase from Giardia Lamblia. hit rate 0.71% among 290,000. Potency, µM (highest dose often 59.6 µM), inactives show top-dose activity, negative = inhibition, most hits filed as inhibitors. purified Giardia FBPA. AID 2451, 2010. A8B2U2; further: potency means the concentration at half of the fitted maximal effect; nearly all actives have a fitted effect of over 55% in size
# Target sequence (A8B2U2 whole entry, looked up): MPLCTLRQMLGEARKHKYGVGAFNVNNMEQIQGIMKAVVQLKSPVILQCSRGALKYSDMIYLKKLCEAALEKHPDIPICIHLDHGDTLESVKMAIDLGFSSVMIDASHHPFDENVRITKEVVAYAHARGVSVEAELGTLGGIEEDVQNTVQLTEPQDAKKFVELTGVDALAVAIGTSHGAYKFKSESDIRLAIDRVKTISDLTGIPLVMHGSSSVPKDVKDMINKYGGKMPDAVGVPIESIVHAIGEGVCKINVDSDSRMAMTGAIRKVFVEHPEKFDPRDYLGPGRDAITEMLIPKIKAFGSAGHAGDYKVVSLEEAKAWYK
#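 Giardia FBPA (40 nM reagent) was preincubated 10 min at RT with compound (up to 57.5 uM final), then substrate plus GAPDH/TPI/NAD/arsenate coupling system with diaphorase/resazurin was added; resorufin fluorescence (525/598 nm) was read after 20 min.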
# AmpC inh no detg = qHTS Inhibitors of AmpC Beta-Lactamase (assay without detergent) | P00811 | AmpC nitrocefin hydrolysis, absorbance 480 nm, 0.0001% Triton | Potency, µM (highest dose often 57.1 µM), without a hit: at the top dose activity change, negative = inhibition, actives largely listed as inhibitors | hit rate 0.52% among 330,000;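 further: potency means the concentration at half of the fitted maximal effect; plate controls were no compound for no effect and no enzyme for full effect; nearly all actives have a fitted effect of over 20% in size; some results filed as inactive show a strong effect at the top dose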
# Target sequence (P00811 whole entry, looked up): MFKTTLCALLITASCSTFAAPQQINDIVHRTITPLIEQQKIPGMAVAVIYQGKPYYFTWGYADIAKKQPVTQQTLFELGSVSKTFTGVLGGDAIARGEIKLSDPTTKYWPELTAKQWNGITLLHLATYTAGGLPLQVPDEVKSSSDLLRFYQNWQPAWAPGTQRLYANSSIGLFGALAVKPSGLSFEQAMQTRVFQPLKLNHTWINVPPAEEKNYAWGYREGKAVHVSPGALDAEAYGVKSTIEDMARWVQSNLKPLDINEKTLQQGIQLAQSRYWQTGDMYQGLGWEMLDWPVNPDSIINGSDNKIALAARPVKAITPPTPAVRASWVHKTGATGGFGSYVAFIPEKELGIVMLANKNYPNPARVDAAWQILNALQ
#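 20 mM phosphate pH 7.0 + 0.01% (detergent screen) or 0.0001% Triton X-100; 5.3 nM AmpC reagent; cpd preinc 15 min RT; nitrocefin (800 uM stock) to start; A480 q20 s × 4 min; Activity was normalised to no-enzyme and no-compound control wells.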
# HCV inhibitor = qHTS Assay for Inhibitors of Hepatitis C Virus (HCV) | Potency, µM (titrated, usually from 41.8 µM), for inactives: at the highest dose activity change, negative = inhibition, usual class: inhibitors | Huh7.5.1 HCVcc-Cre infection, luciferase reporter, 44 h | AID 651820, 2012 | hit rate 3.4% among 340,000; further: potency means the concentration at half of the fitted maximal effect
#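 Reporter virus HCVcc-Cre (~0.5 moi) infects cells exposed to compound; seeding density 1,000 cells/well with 4 h settling beforehand. Luminescence, 15 sec read, taken 44 h post-infection following a 15 min RT substrate incubation.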
# HCMV inh = qHTS Assay for inhibitors of the human cytomegalovirus (HCMV); HFF cells, HCMV-luciferase reporter, 72 h; active compounds read low; activity change, negative = inhibition, % at 57.5 µM; hit rate 4.5% among 410,000; in the data active means activity change below about -60%; inconclusive means no clear call, values can overlap the other calls; inactive means above about -39%
#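 Luciferase read-out from HCMV-luciferase-infected HFFs (MOI 1 PFU/cell) 72 h post infection at 37C; compounds added after 16 h cell attachment; activity normalized between buffer-only basal and Salinomycin (10uM) inhibitor controls.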
# Sm TGR block = qHTS Assay for the Inhibitors of Schistosoma Mansoni Peroxiredoxins; AID 485364, 2010; Potency, µM (titrated, usually from 114 µM), for the others: at the highest dose activity change, negative = inhibition, usual class: inhibitors; purified TGR, DTNB reduction, TNB absorbance 405 nm; hit rate 3% among 360,000; further: potency means the concentration at half of the fitted maximal effect; nearly all actives have a fitted effect of over 60% in size
#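 Kinetic colorimetric format: TGR-catalysed, NADPH-driven DTNB reduction monitored via TNB absorbance. Enzyme dispensed at 20 nM; compound exposure 15 min at room temperature before reaction start.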
# AmpC inh detg = qHTS Inhibitors of AmpC Beta-Lactamase (assay with detergent) | AmpC hydrolysis of nitrocefin, absorbance 480 nm, 0.01% Triton | Potency, µM (titrated, usually from 114 µM), for the others: top-dose activity change, negative = inhibition, hits mostly inhibitors | hit rate 0.041% among 370,000 | AID 485294, 2010;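 further: potency means the concentration at half of the fitted maximal effect; 0% = no-compound wells and -100% = no-enzyme wells; nearly all actives have a fitted effect of over 25% in size; some results filed as inactive show a strong effect at the top dose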
#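 AmpC (5.3 nM in the dispensed reagent) in 20 mM phosphate pH 7.0 with 0.01% (detergent screen) or 0.0001% Triton X-100 was preincubated with compounds for 15 min at room temperature. Nitrocefin was then added from an 800 uM solution, and hydrolysis was followed at 480 nm.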
# Numbers without * were called inactive; u = inconclusive; x = not tested or not shown; [ ] = another dose, or the depositor's remark. Unless noted, the call rests on the fitted dose curve; in most records, active means well fitted curve in the direction sought with a large enough effect; inconclusive means small, poorly fitted or top-dose-only effect, or another doubt; inactive means no such curve, though single readings can be large; an effect the other way counts as inactive or inconclusive. Unless noted, on the % scale 0 is the no-effect control and ±100 the full control effect.
entry | SMILES | FBPA Giardia inh | AmpC inh no detg | HCV inhibitor | HCMV inh | Sm TGR block | AmpC inh detg
1 | CCCc1nnc(NC(=O)c2ccncc2)s1 | 2% | -19% | 7% | 33 | 0% | -10%
2 | CCc1ccc(/C(C)=N/Nc2cc(Cl)nc(C)n2)cc1 | -2% | 74%[activator] | u | -13 | -13% | -10%
3 | CNC(=O)Nc1ccc(S(N)(=O)=O)cc1 | 3% | 0% | 10% | 16 | 12% | -6%
4 | Cc1ccc(CSC2=Nc3ccccc3C3=NC(CCC(=O)NCc4ccco4)C(=O)N23)cc1 (stereo not drawn) | 1% | 87%[activator] | 6% | -6 | u | -8%
5 | Cc1cccc(N2C(=O)CN(Cc3ccccc3)C2=S)c1 | -2% | -24% | -3% | -12 | 2% | u
6 | Cc1ccc(/C(O)=C/C(=O)C(=O)NNC(=O)C(O)(c2ccccc2)c2ccccc2)cc1 | 10% | -20% | -7% | 15 | -12% | -9%
7 | COc1cccc(NC(=S)N(CCN(C)C)C(C)c2ccco2)c1 (stereo not drawn) | 3% | -13% | u | -31 | 7% | -2%
8 | CC(C)CCN1C(N(C)C)=NC[C@@H]1C | x | -9% | 19% | 4 | 3% | 0%
9 | N#Cc1ccccc1CN1C(=O)NC(Cc2c[nH]c3ccccc23)C1=O (stereo not drawn) | -1% | -25% | -11% | 12 | 8% | 3%
10 | COc1ccc2c(C)c(CC(=O)N3C[C@H]4C[C@@H](C3)c3cccc(=O)n3C4)c(=O)oc2c1 | 14% | -6% | -11% | 0 | 1% | u
11 | O=C(COc1ccc2ccccc2c1)NNC(=O)Nc1ccc(F)cc1F | 9% | -48% | -2% | 21 | 2% | 0%
12 | CC(C)NC(=S)NC(=O)c1ccc(Cl)cc1Cl | 0% | -31% | u | -3 | -22% | -12%

# Quoted at random: two entries already listed
entry | SMILES | FBPA Giardia inh | AmpC inh no detg | HCV inhibitor | HCMV inh | Sm TGR block | AmpC inh detg
3 | CNC(=O)Nc1ccc(S(N)(=O)=O)cc1 | 3% | 0% | 10% | 16 | 12% | -6%
1 | CCCc1nnc(NC(=O)c2ccncc2)s1 | 2% | -19% | 7% | 33 | 0% | -10%

# Remaining list, next part:
entry | SMILES | FBPA Giardia inh | AmpC inh no detg | HCV inhibitor | HCMV inh | Sm TGR block | AmpC inh detg
13 | CCCCCn1c(CCCNC(=O)c2ccccc2OC)nc2ccccc21 | x | x | x | -35 | -4% | 9%
14 | CC(C)N(CC#CCC1(O)c2ccccc2-c2ccccc21)CCO | u | -15% | 6% | -8 | u | -6%
15 | O=C1C2C3C=CC(CC3)C2C(=O)N1c1ccccc1 (stereo not drawn) | 10% | -9% | 10% | -15 | u | u
16 | CCOC(=O)c1c(C)nc2c(C)cccn12 | -1% | -18% | 17% | -9 | -4% | -1%
17 | COc1ccc(-c2cc(C(F)(F)F)nc(SCC(=O)NCc3ccco3)n2)cc1OC | 2% | 163%[activator] | u | 36 | 45µM* | -4%
18 | CN(C)C=NC(=O)c1cc(C(=O)c2ccc(C(C)(C)C)cc2)c[nH]1 | 0% | -12% | -5% | 114 | 6% | -2%
19 | Cc1cc(C(=O)NC2CCCCC2)c2cc(F)ccc2n1 | 7% | -9%[11.4 µM] | 14% | -4 | -16% | -13%
20 | O=C(C1CC1)N1CCc2cc(Br)cc(S(=O)(=O)NCCN3CCOCC3)c21 | -4% | -5% | 0% | 23 | 0% | 0%
21 | COc1ccc(NC(=O)N(C)C[C@H]2Oc3ccc(NC(=O)Nc4c(C)noc4C)cc3C(=O)N([C@H](C)CO)C[C@H]2C)cc1 | x | 55% | 15% | -4 | x | x
22 | CC(C)(C)NC(=O)NC(=O)COC(=O)c1cccc(F)c1 | -2% | -25% | -3% | -39 | 5% | -14%
23 | COc1ccccc1OCCOc1ccc(/C=C2\C(=N)N3N=C(C)SC3=NC2=O)cc1 | -20% | -10% | u | 31 | -9% | -4%
24 | O=C1C=C(N2CCCCCC2)C(=O)N1c1ccc(Cl)cc1 | 7% | -17% | 15% | -22 | 8% | -1%

entry | SMILES | FBPA Giardia inh | AmpC inh no detg | HCV inhibitor | HCMV inh | Sm TGR block | AmpC inh detg
25 | O=C(c1ccccc1O)N1CCOCC1 | 4% | 2% | 3% | -21 | -3% | -1%
26 | Cc1cc(C)nc(Nc2n[nH]c(-c3ccc(C(C)(C)C)cc3)n2)n1 | 7% | -5% | -25% | 19 | 11% | 0%
27 | CN(c1ccccc1)S(=O)(=O)c1ccc(C(=O)NCC(c2ccco2)N2CCCCC2)cc1 (stereo not drawn) | x | 61%[activator] | u | -63* | -4% | 7%
28 | Cn1c(=O)c2c(ncn2CC(=O)Nc2nc(-c3ccccc3Cl)cs2)n(C)c1=O | 0% | 7% | u | -60* | 5% | -15%
29 | O=C(NCc1ccccc1Cl)C1CC(=O)N(Cc2ccccc2)C1 (stereo not drawn) | 3% | -11% | 16% | 5 | 29% | -1%
30 | CC(C)C(OC(=O)c1nsc(Cl)c1Cl)C(=O)NC(C)(C)C (stereo not drawn) | 3% | -11% | 21% | 10 | -5% | -2%
31 | Cc1occc1-c1nnc(SCC(=O)O)n1-c1ccccc1 | 12% | -3% | 13% | 5 | -1% | -6%
32 | Nc1cc(=O)[nH]c(SCC(=O)N2CCCc3ccccc32)n1 | -3% | -32% | 5% | 18 | -12% | -1%
33 | CCN(CC)CCNC(=O)C(=O)NCC(c1ccc2c(c1)OCO2)N1CCOCC1 (stereo not drawn) | x | x | x | u | 2% | -7%
34 | Cc1ccc(S(=O)(=O)c2nc(Cc3ccccc3)oc2N2CCOCC2)cc1 | x | -14% | 11% | 15 | 0.79µM* | u
35 | CCOC(=O)c1c(NC(=O)c2cccnc2)sc(C)c1C | 1% | 4% | 10µM* | -32 | 13% | -4%
36 | Cc1cc(-c2ccccc2)nc(Oc2ccc(C(C)(C)C)cc2)c1S(C)(=O)=O | 4% | -9% | -26% | 73 | -3% | -17%

entry | SMILES | FBPA Giardia inh | AmpC inh no detg | HCV inhibitor | HCMV inh | Sm TGR block | AmpC inh detg
37 | Cc1ccc(CNC(=O)c2ccc(N3CCC4(CC3)CC(c3ccccc3)=NO4)c(NC(=O)c3ccco3)c2)cc1 | 1% | -26% | u | 17 | -1% | -3%
38 | CCN1CCN(C(CNS(=O)(=O)c2ccc(OC)cc2)c2cccnc2)CC1 (stereo not drawn) | 5% | 1% | 0% | 28 | 2% | u
39 | O=C(CN1C(=O)S/C(=C\c2ccccc2F)C1=O)Nc1ccccc1O | 3% | -34% | u | -12 | 4% | -14%
40 | Cc1cccc(-n2ncc3c2CCCC3NC(=O)CCN2Cc3ccccc3C2=O)c1C (stereo not drawn) | -4% | 118%[activator] | -18% | -25 | -2% | 4%
41 | OCCN1C[C@H](O)[C@@H](O)[C@H](O)[C@H]1CO | -19% | -16% | x | x | -4% | -12%
42 | Cc1cc(O)ccc1Nc1nc(-c2sc(N)nc2C)cs1 | -6% | -37% | u | 12 | -27% | -19%
43 | CCOP(=O)(OCC)c1nc(/C=C/c2ccccc2)oc1NCc1ccccc1 | x | 192%[activator] | u | -18 | -31% | -6%
44 | CC(=O)N1CCc2cc(S(=O)(=O)NC3CCCc4ccccc43)ccc21 (stereo not drawn) | -1% | -16% | u | -64* | -3% | u
45 | O=C(O)CC(Cc1ccc(Cl)cc1)C(=O)Nc1ccc([N+](=O)[O-])cc1 (stereo not drawn) | 21% | -12% | 13% | -1 | 4% | -3%
46 | CC1CCC(C(=O)NC(C(=O)OCC(=O)c2ccc(Br)cc2)C(C)C)CC1 (stereo not drawn) | x | x | x | u | 4% | 11%
47 | CCOc1ccccc1CNC(=O)c1cnn(-c2ccc(C)cc2)c1-n1cccc1 | x | x | x | u | 2% | -8%
48 | CC(=O)c1ccc(NS(=O)(=O)c2cc3c(cc2C)N(C)CCO3)cc1 | -3% | -25% | -9% | -31 | -12% | -8%

entry | SMILES | FBPA Giardia inh | AmpC inh no detg | HCV inhibitor | HCMV inh | Sm TGR block | AmpC inh detg
49 | CCCOc1ccc(C(=O)Nc2cccc(NC(=O)c3cccc(Cl)c3)c2)cc1 | x | x | x | -3 | 9% | 11%
50 | Cc1cc(C(=O)N/N=C/c2ccc(-c3ccccc3Cl)o2)n[nH]1 | -1% | -46% | u | u | 2% | -5%
51 | CC(C)(C)c1cc(CN2CCOCC2)c(C(=O)O)o1 | -8% | -17% | -6% | 30 | 2% | -11%
52 | CCOc1cc(CNC(=O)c2ccc(Cn3c(=O)c4cccn4c4cccnc43)cc2)ccc1OC | x | x | x | -27 | 3% | -2%
53 | Cc1c(C(=O)NCc2ccccc2)oc2ccc(S(=O)(=O)N3CCCC3)cc12 | 2% | -1% | 3% | 83 | u | -13%
54 | O=c1c(-c2ccccc2)nnc2sc(COc3ccc(Br)cc3)nn12 | 5% | -16% | 5% | -30 | -2% | -4%
55 | COc1ccccc1NC(=S)NC(=O)c1ccc(Cn2cc(Br)cn2)cc1 | -5% | -18% | u | -36 | -18% | 0%
56 | O=C(Nc1cccnc1)c1ccc([N+](=O)[O-])s1 | x | -11% | u | -84* | -35% | 8%
57 | COCCNC(=O)C(=O)Nc1c2c(nn1-c1ccccc1)CS(=O)(=O)C2 | x | x | x | -3 | 2% | 2%
58 | CC1(OC(=O)C2CCCC2)C(=O)C=C2C=C(c3ccsc3)N(Cc3ccco3)C=C2C1=O (stereo not drawn) | u | -2% | 13% | x | 25µM* | 0%
59 | COc1ccc(Br)cc1CNC(=O)C1CCN(c2nnc(-n3cccc3CNc3ccc(C)cc3)s2)CC1 | x | x | x | 39 | -18% | 0%

# A different layout for some results above.
# Fields: FBPA Giardia inh, AmpC inh no detg, HCV inhibitor, HCMV inh, Sm TGR block, AmpC inh detg
[50] Cc1cc(C(=O)N/N=C/c2ccc(-c3ccccc3Cl)o2)n[nH]1
    -1%, -46%, u, u, 2%, -5%
[59] COc1ccc(Br)cc1CNC(=O)C1CCN(c2nnc(-n3cccc3CNc3ccc(C)cc3)s2)CC1
    x, x, x, 39, -18%, 0%

# Reformatted with one line to a screen: 2 of the compounds above.
(49) CCCOc1ccc(C(=O)Nc2cccc(NC(=O)c3cccc(Cl)c3)c2)cc1
(50) Cc1cc(C(=O)N/N=C/c2ccc(-c3ccccc3Cl)o2)n[nH]1
entry no.	49	50
FBPA Giardia inh	x	-1%
AmpC inh no detg	x	-46%
HCV inhibitor	x	u
HCMV inh	-3	u
Sm TGR block	9%	2%
AmpC inh detg	11%	-5%

# Screening data from PubChem.
